HCMV inh – human cytomegalovirus inhibition. activity change, negative = inhibition, % at 57.5 µM. HFF cells, HCMV-luciferase reporter, 72 h; stronger effect = lower value. AID 1259415. hit rate 4.5% among 410,000; in the data active = activity change below about -60%; inconclusive = no clear call, values can overlap the other calls; inactive = above about -39%; also: % is scaled to controls: 0 for no effect and ±100 for the full control effect
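Luciferase read-out from HCMV-luciferase-infected HFFs (MOI 1 PFU/cell) 72 h post infection at 37C; compounds added after 16 h cell attachment; activity normalized between buffer-only basal and Salinomycin (10uM) inhibitor controls.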
Cycloheximide cs – affects cycloheximide protein synthesis inhibition readout, counter-screen | cell reporter, cycloheximide protein synthesis inhibition counterscreen | AID 2314 | max response, % | hit rate 12% among 300,000; in the data active = max response mostly above about 13%, no sharp cut-off; inactive = mostly below about 14%; also: read at 38.3 µM for the half of the compounds with a filed dose; 0% is about no effect
Shiga toxin inh – Shiga toxin inhibition; inhibition, % at 38.7 µM; AID 2315; Vero cells, Shiga toxin protein synthesis inhibition reporter; hit rate 9.2% among 290,000; in the data active = inhibition mostly above about 28%, no sharp cut-off; inactive = mostly below about 43%; also: 0% is about no effect
AmpC inh detg – blocks E. coli AmpC beta-lactamase in detergent assay; P00811; AmpC hydrolysis of nitrocefin, absorbance 480 nm, 0.01% Triton; Potency, µM (doses to about 114 µM), without a hit: top-dose activity change, negative = inhibition, usual class: inhibitors; hit rate 0.041% among 370,000; AID 485294;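 also: potency is read from the fitted curve at half-maximal effect; 0% = no-compound wells and -100% = no-enzyme wells; nearly all actives have a fitted effect of over 25% in size; some results filed as inactive show a strong effect at the top dose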
Target sequence (P00811 whole entry, looked up): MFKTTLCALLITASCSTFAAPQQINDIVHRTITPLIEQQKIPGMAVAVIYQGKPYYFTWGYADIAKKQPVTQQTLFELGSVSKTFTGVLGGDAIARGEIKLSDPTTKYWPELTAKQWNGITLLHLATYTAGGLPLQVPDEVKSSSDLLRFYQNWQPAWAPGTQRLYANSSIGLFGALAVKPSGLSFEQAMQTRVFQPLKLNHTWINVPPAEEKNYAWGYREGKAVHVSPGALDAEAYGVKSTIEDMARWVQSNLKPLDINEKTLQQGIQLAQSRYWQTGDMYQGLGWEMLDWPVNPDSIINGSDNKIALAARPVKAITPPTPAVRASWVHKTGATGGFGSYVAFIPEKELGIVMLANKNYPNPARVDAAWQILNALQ
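AmpC (5.3 nM in the dispensed reagent) in 20 mM phosphate pH 7.0 with 0.01% (detergent screen) or 0.0001% Triton X-100 was preincubated with compounds for 15 min at room temperature. Nitrocefin was then added from an 800 uM solution, and hydrolysis was followed at 480 nm.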
AMA1 RON2 block – inhibitors of Plasmodium falciparum AMA1-RON2 interaction; AID 720542; Potency, µM (series often up to 58.2 µM), for the others: top-dose activity change, negative = inhibition, hits mostly inhibitors; hit rate 0.2% among 360,000; AlphaScreen AMA1-biotinylated RON2 peptide binding;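 also: potency is read from the fitted curve at half-maximal effect; 0% = vehicle wells and -100% = peptide control; nearly all actives have a fitted effect of over 45% in size; some results filed as inactive show a strong effect at the top dose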
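AMA1 (3D7) with his tag at 25 nM final met compounds first, then biotinylated RON2 peptide at 25 nM; detection used donor plus acceptor beads, 10 µg/mL apiece, read by AlphaScreen after 30 min at room temperature.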
FBPA Giardia inh – blocks Giardia fructose-bisphosphate aldolase activity; Potency, µM (series often up to 59.6 µM), inactives show at the highest dose activity, negative = inhibition, most hits filed as inhibitors; purified Giardia FBPA; AID 2451; hit rate 0.71% among 290,000; also: potency is read from the fitted curve at half-maximal effect; % is scaled to controls: 0 for no effect and ±100 for the full control effect; nearly all actives have a fitted effect of over 55% in size
Target sequence (A8B2U2 whole entry, looked up): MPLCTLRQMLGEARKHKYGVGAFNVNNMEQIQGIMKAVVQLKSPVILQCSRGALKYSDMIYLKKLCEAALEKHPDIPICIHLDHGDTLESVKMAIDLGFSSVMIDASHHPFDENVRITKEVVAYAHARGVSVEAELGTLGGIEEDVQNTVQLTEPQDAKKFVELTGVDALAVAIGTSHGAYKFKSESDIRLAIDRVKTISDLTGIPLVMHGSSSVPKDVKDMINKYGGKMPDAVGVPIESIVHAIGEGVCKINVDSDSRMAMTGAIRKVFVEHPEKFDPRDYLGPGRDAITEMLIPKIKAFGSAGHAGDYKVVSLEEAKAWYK
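40 nM FBPA preincubated 10 min at RT with compound (up to 57.5 uM final), then substrate plus GAPDH/TPI/NAD/arsenate coupling and diaphorase/resazurin added. Fluorescence read after 20 min at RT, 525/598 nm.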
AmpC inh no detg – AmpC beta-lactamase inhibition without detergent | P00811 | AmpC nitrocefin hydrolysis, absorbance 480 nm, 0.0001% Triton | Potency, µM (titrated, usually from 57.1 µM), without a hit: at the highest dose activity change, negative = inhibition, actives largely listed as inhibitors | hit rate 0.52% among 330,000 | AID 485341;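 also: potency is read from the fitted curve at half-maximal effect; plate controls were no compound for no effect and no enzyme for full effect; nearly all actives have a fitted effect of over 20% in size; some results filed as inactive show a strong effect at the top dose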
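20 mM phosphate pH 7.0 + 0.01% (detergent screen) or 0.0001% Triton X-100; 5.3 nM AmpC reagent; cpd preinc 15 min RT; nitrocefin (800 uM stock) to start; A480 q20 s × 4 min; Activity was normalised to no-enzyme and no-compound control wells.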
Starred values were filed as active, the others as inactive; ? = inconclusive; · = not tested or not shown; & = joins results of further samples; [ ] = dose if it differs, or a comment. Unless noted, calls follow the shape of the dose curve; as a rule, active = well fitted curve in the direction sought with a large enough effect; inconclusive = small, poorly fitted or top-dose-only effect, or another doubt; inactive = no such curve, though single readings can be large; an effect the other way counts as inactive or inconclusive.

SMILES	HCMV inh	Cycloheximide cs	Shiga toxin inh	AmpC inh detg	AMA1 RON2 block	FBPA Giardia inh	AmpC inh no detg
CC(C)OC(=O)c1ccc(COC(=O)c2cnccn2)cc1	-6	6	49	-1%	4%	7%	14%
Nc1ncnc(Sc2ncccn2)c1[N+](=O)[O-]	41	-5	-15	-6%	88%[activator]	18µM*	1%[2.29 µM]
COc1ccc(N(CC(=O)Nc2ccccc2OC)S(=O)(=O)c2ccc(OC)c(OC)c2)cc1	-13	-3	-8	-14%	-2%	11%	112%[activator]
CCOC(=O)N1CCN(C(=O)CSc2nnc3[nH]c(=O)c(C)c(C)n23)CC1	-17	·	·	-7%	7%	·	-21%
O=C(c1ccccc1F)N1CCN(S(=O)(=O)c2ccc3c(c2)OCCO3)CC1	13	-3	-10	?	8%	5%	12%
Cc1cc(C)cc(NS(=O)(=O)c2cc(C(=O)NCc3ccccn3)ccc2Cl)c1	?	-2	-11	-15%	6%	-3%	-32%
CCN(CC)CCOC(=O)c1ccc(NC(=O)CCCN2C(=O)/C(=C\c3cccs3)SC2=S)cc1	17	10	-11	-8%	-30%	·	178%[activator]
NS(=O)(=O)c1cc(C(=O)OCC(=O)Nc2ccc(Cl)cc2[N+](=O)[O-])ccc1Cl	-23	-4	-6	2%	-4%	-5%	-45%
Cc1nnc(NC(=O)c2ccc3c(c2)NC(=O)CS3)s1	-6	·	·	-15%	-7%	·	-8%
COc1cccc(NC(=O)CCc2nnc3ccc(NCc4ccco4)nn23)c1	15	6	20	-4%	10%	-3%	42%
O=C1CSC(c2ccccc2)N1c1nnc(C23CC4CC(CC(C4)C2)C3)s1 (stereo not drawn)	·	-2	-17	-8%	·	3%	-39%
N#CC(c1ccc(O)cc1)c1ncc(C(F)(F)F)cc1Cl (stereo not drawn)	-30	-3	-7	2%	-26%	7%	-31%

Entries of single compounds, looked up by structure.
`CC(C)OC(=O)c1ccc(COC(=O)c2cnccn2)cc1` as listed: HCMV inh = -6; Cycloheximide cs = 6; Shiga toxin inh = 49; AmpC inh detg = -1%; AMA1 RON2 block = 4%; FBPA Giardia inh = 7%; AmpC inh no detg = 14%
`O=C1CSC(c2ccccc2)N1c1nnc(C23CC4CC(CC(C4)C2)C3)s1` (stereo not drawn) as listed: HCMV inh = ·; Cycloheximide cs = -2; Shiga toxin inh = -17; AmpC inh detg = -8%; AMA1 RON2 block = ·; FBPA Giardia inh = 3%; AmpC inh no detg = -39%

Continuation.
SMILES	HCMV inh	Cycloheximide cs	Shiga toxin inh	AmpC inh detg	AMA1 RON2 block	FBPA Giardia inh	AmpC inh no detg
O=C(c1ccc2nc(Cc3cccc(Cl)c3)oc2c1)N1CCC(O)CC1	-21	-1	-4	-5%	-15%	5%	52%
O=S(=O)(NC1CC1)c1ccc(S(=O)(=O)N2CCCC(c3nc(-c4cccnc4)no3)C2)cc1 (stereo not drawn)	-66*	1	-12	?	22%	1%	65%[activator]
CSc1cccc(NC(=O)Nc2ccc(Cl)cc2)c1	-14	12	28	3%	0%	1%	-20%
Fc1ccc(NC(=S)NCc2ccccc2)cc1	-19	-1	11	-7%	7%	-6%	-13%
CC(C)N1CCC2(CC1)C(C#N)=C(N)NC(S)=C2C#N	·	-1	-13	-10%	·	-27%	-13%
Cc1nnc2sc(SCc3ccc(Cl)cc3)nn2c1=O	-21	-5	-9	-9%	21%	6%	-13%
CC(=O)N1CCc2c(sc(NC(=O)CCS(=O)(=O)c3ccccc3)c2C(N)=O)C1	-11	5	-3	-3%	0%	-8%	-6%
CCc1ccc(-n2c(O)c(C(C)=O)c(=O)[nH]c2=O)cc1 (tested in a mixture with another compound)	-24	1	-4	0%	1%	0%	-32%
O=C(O)c1cc(Cl)c2ccccc2c1O	48	11	23	-4%	10%	12%	-21%
CCCN(CCC)CCCNC(=O)C1CCC(CNS(=O)(=O)c2cccc3nsnc23)CC1 (stereo not drawn)	1	-1	-1	-6%&19%	-18%	·	-2%
COC(=O)C1CC23C=CCN4CCC5(c6ccccc6NC15C2C)C43 (stereo not drawn)	-84*	-4	-6	-11%	-14%	-11%	105%[activator]
CC1C(=O)Nc2ccccc2N1C(=O)c1ccc(Cl)c(Cl)c1 (stereo not drawn)	2	-7	-8	0%	-22%	4%	-7%
O=C(OCc1nc2ccccc2s1)C1CCN(C2=NS(=O)(=O)c3ccccc32)CC1	-26	61*	60*	-17%	-19%	1%	0%
COc1ccc(CCNC(=O)COc2ncnc3ccccc23)cc1	5	-1	16	-12%	4%	5%	-16%
COc1ccc(C)cc1Nc1n[n+](-c2ccccc2)c(-c2ccc(N(C)C)cc2)s1	-27	2	12	-7%	-1%	-16%	8%
COc1ccc(CNc2ccc(S(N)(=O)=O)cc2)c(OC)c1OC	22	6	41	-12%	11%	2%	-15%
CC(C)NS(=O)(=O)c1ccc(CCC(=O)O)cc1	-15	-4	-3	4%	3%	4%	?
CN1CCN(C(=O)c2ccc(N(Cc3ccc(Cl)cc3)S(C)(=O)=O)cc2)CC1	-15	8	-5	?	-4%	8%	60%
COc1ccc(-c2nn(-c3ccccc3)cc2/C=C\C(=O)N2CCOCC2)cc1[N+](=O)[O-]	?	-2	8	-1%	15%	1%	2%
COc1ccccc1CN(C(=O)CNC(=O)c1ccco1)C(C(=O)NCC1CCCO1)c1ccccc1 (stereo not drawn)	-20	-4	-2	-4%	10%	·	55%
COc1ccc2[nH]c3c(c2c1)CCN1C(=O)C(CC(=O)NCc2cccc(C(F)(F)F)c2)C[C@H](C(=O)N2CCCCC2)[C@@]31CCc1ccccc1 (stereo partly drawn)	-18	·	·	·	6%	·	-1%
O=C(N/N=C/c1ccco1)c1ccccc1OCc1ccc(Br)cc1	-26	33*	118*	3%	2%	0%	-37%
CCCn1c(N)c(C(=O)CSc2nc3ccccc3n2CCC#N)c(=O)n(C)c1=O	43	-2	-14	1%	4%	?	-19%
Cc1ccccc1C(=O)N/N=C/c1ccccn1	85	52*	68*	-4%	105%[activator]	6%	-24%
O=C(CN1CCOCC1)NNc1nc(-c2ccccc2)c2cc(Br)ccc2n1	-15	0	4	5%	104%[activator]	5%	205%[activator]
COc1cc(NC(=O)c2ccnnc2)cc(C(=O)Nc2cccc(C(F)(F)F)c2)c1	11	1	11	-10%	-8%	-7%	85%[activator]
COc1ccccc1N1CCN(C(=O)c2ccc3c(Cl)c4c(nc3c2)CCCC4)CC1	·	-3	-8	?	8%	2%	267%[activator]
COc1ccc(N(CC(=O)NN=C2CCCC2)S(=O)(=O)c2ccccc2)cc1	-27	-2	3	-5%	28%	1%	-31%
Cc1[nH]c2ccccc2c1/C=C/c1nc2ccccc2c(=O)n1-c1ccc([N+](=O)[O-])cc1	-3	-1	23	1%	3%	8%	-11%
CCn1cc(C(=O)NCCCN2CCCC2)c(=O)c2cc(S(=O)(=O)N3CCc4ccccc4C3)ccc21	-4	-3	-8	-9%	-12%	-12%	162%[activator]
COc1ccc(NS(=O)(=O)c2cccs2)cn1	45	1	-5	-9%	-3%	-2%	-12%
CCOc1cc(/C=N/NC(=O)c2ccccn2)ccc1OC(=O)c1cccs1	59	28*	43*	-19%	54%[activator]	-1%	28%
Cc1[nH]c2ccccc2c1/C=N/NC(=O)c1cc(C(C)(C)C)[nH]n1	8	12*	22	-10%	-12%	-10%	-47%
Cc1cc(=O)[nH]c(SCCOc2ccc(OC(C)C)cc2)n1	35	31*	47*	-1%	-17%	-15%	-17%
O=C(CN1C(=O)c2cccnc2Oc2ccc(Cl)cc21)Nc1ccccc1F	70	13*	14	-8%	-9%	0%	-41%
COc1ccc(N=C(c2ccccc2)c2c(C)[nH]n(-c3ccccc3)c2=O)c(OC)c1	?	6	27	7%	1%	-16%	-21%
COc1ccc(NC(=O)C(CCSC)NC(N)=O)cc1NS(=O)(=O)c1ccc(F)cc1 (stereo not drawn)	8	-3	-3	-3%	-4%	-12%	-17%
C/C(=C1/C(=O)N(c2ccc([N+](=O)[O-])cc2)N=C1c1ccccc1)N(C)C	·	25*	33	?	·	4%	-54%
CC(C)(C)OC(=O)NCCCCCNC(=O)c1[nH]cnc1C(=O)NC1CCN(C(=O)OC(C)(C)C)CC1	16	·	·	3%	93%[activator]	·	191%[activator]
O=C(Nc1ccc(Br)cc1F)C1CC(=O)N(C2CCCCC2)C1 (stereo not drawn)	10	-2	0	1%	1%	-4%	62%[activator]
Cc1noc(C)c1COc1ccccc1C(=O)N1CCN(c2cccc(C(F)(F)F)c2)CC1	-6	·	·	-2%	-5%	·	162%[activator]
CC(C)C[C@H](N)c1cn([C@@H](Cc2ccc(O)cc2)C(=O)N2CCNCC2)nn1	-2	-2	-5	1%	6%	0%	-13%
CCCn1c(N)c(C(=O)CSc2nc3ccccc3s2)c(=O)[nH]c1=O	-66*	15	61*	2%	-3%	-3%	-28%
Cc1ccccc1CS(=O)(=O)c1snnc1C	-28	-4	-15	-1%	-2%	-1%	-3%
CSc1nnc(C)c(=O)n1COC(=O)c1ccc(S(=O)(=O)N2CCOCC2)cc1	10	-1	-8	-10%	22%	5%	3%
C#CCOCCOCCOCCNc1nc(N2CCN(C(=O)[C@H](CCCN=C(N)N)n3cc(C(N)[C@@H](C)CC)nn3)CC2)nc(N2CCN(C(=O)[C@H](CCC(=O)O)n3cc([C@@H](N)CCCCN)nn3)CC2)n1 (stereo partly drawn)	-5	·	·	·	23%	·	30%
Cc1c(NC(=O)c2nn3c(C(F)(F)F)cc(-c4ccccc4)nc3c2Cl)c(=O)n(-c2ccccc2)n1C	-39	-1	2	4%	-11%	9%	-28%
N#CCNC(=O)C1c2ccccc2Oc2ccccc21	58	-2	-23	-17%	-8%	1%	-7%
CC(=O)Nc1ccc(S(=O)(=O)n2nc(-c3ccc(C)cc3)nc2N)cc1	20	8	14	-9%	8%	2%	-17%
CC(C)Cc1cc(C(=O)Nc2ccccc2)c2ccccc2n1	-30	1	-12	-14%	-19%	9%	9%
CCOC(=O)N1CCN(C(=O)C2CCCN(S(=O)(=O)c3ccccc3)C2)CC1 (stereo not drawn)	?	-7	-6	2%	2%	6%	14%
O=S(=O)(Nc1ccccn1)c1ccc(Cl)c2ccccc12	-40	8	26	1%	8%	1%	-10%
O=c1c2c3c(sc2nc2n1CCC2)CCC3	23	-3	-11	?	9%	0%	-9%
O=C(O)CCCNS(=O)(=O)c1ccccc1	35	-7	11	-4%	-12%	1%	-16%
CCOC(=O)C1CCN(c2c(NCCN3CCCCC3C)c(=O)c2=O)CC1 (stereo not drawn)	?	-2	-12	-11%	1%	-5%	-41%
Cc1ccccc1C(=O)O/N=C(\N)c1ccc([N+](=O)[O-])cc1	253	32*	·	?	11%	-1%	-46%
